Tau FP inhib – inhibitors of human tau fibril formation. P10636. K18 P301L tau heparin fibrillization, Alexa594 FP, 6 h. Potency, µM (titrated, usually from 57.7 µM), for inactives: at the top dose activity, negative = inhibition, hits mostly inhibitors. 280,000 tested, 0.39% active. AID 1468; also: % is scaled to controls: 0 for no effect and ±100 for the full control effect; nearly all actives have a fitted effect of over 55% in size
Target sequence (P10636 561-689 P618L limits assumed): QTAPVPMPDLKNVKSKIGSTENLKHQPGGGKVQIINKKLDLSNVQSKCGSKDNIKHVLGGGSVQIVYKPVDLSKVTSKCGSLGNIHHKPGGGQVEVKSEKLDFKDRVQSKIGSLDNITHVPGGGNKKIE
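FP of Alexa 594-tau after heparin (20 uM) induction. Substrate: human K18 P301L, 15 uM unlabeled, 0.24 uM labeled. Buffer 100 mM sodium acetate pH 7. 6 hr, 37 C.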
HTT ATP protect – protects HTT-Q103 PC12 cells, measured by ATP; PC12 HTT-Q103 induced, cytoprotection, ATP luminescence, 40 h; Potency, µM (series often up to 56.4 µM), without a hit: cytoprotection (ATP increase), actives largely listed as activators; 230,000 tested, 0.14% active;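 also: % of control where 0% means no effect; nearly all actives have a fitted effect of over 45% in size; toxic huntingtin expression switched on by the ecdysone agonist tebufenozide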
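PC12 cells stably carrying ecdysone-inducible Htt exon 1 (Q103)–GFP were induced with 100 nM tebufenozide (final) alongside library compounds in a dose series. Cytoprotection was scored as retained ATP by ATPlite luminescence.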
TexasRed fluor – Texas Red fluorescence interference in TRb-SRC2 counter-screen. TRb/SRC2 Texas Red total fluorescence interference. Potency, µM (doses to about 106 µM), without a hit: at the highest dose fluorescence change, negative = quenching. 280,000 tested, 0.29% active; active = well fitted curve in either direction with a large enough effect; inconclusive = small, poorly fitted or top-dose-only effect; also: % is scaled to controls: 0 for no effect and ±100 for the full control effect
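Flags fluorescent or light-absorbing compounds by total fluorescence, S + 2P, at 555 nm excitation and 632 nm emission. Mixture: 20 nM Texas Red SRC2 peptide, 0.6 uM human TRb LBD, 1 uM T3, 5% DMSO; compound exposure 5 h at ambient temperature.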
L3MBTL1 block – inhibitors of human L3MBTL1; AlphaScreen L3MBTL1–H3K9me1 peptide binding; Q9Y468; Potency, µM (top dose mostly 57.1 µM), for the others: at the top dose activity, negative = inhibition, hits mostly inhibitors; 230,000 tested, 0.66% active; AID 485360; also: % is scaled to controls: 0 for no effect and ±100 for the full control effect; nearly all actives have a fitted effect of over 60% in size
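L3MBTL1 50 nM + b-AHA-H3(1-15)K9me1 75 nM, 30 min RT; compound added, 30 min RT; streptavidin donor/Ni-chelate acceptor beads 10 ug/mL each final, 30 min RT dark; AlphaScreen read.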
RECQ1 helicase – blocks DNA unwinding by human RECQ1; P46063; RECQ1 DNA unwinding, red fluorescence kinetic read; Potency, µM (doses to about 57.3 µM), without a hit: top-dose activity, negative = inhibition, actives largely listed as inhibitors; 240,000 tested, 0.54% active;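 also: plate controls were vehicle for no effect and no enzyme for full effect; nearly all actives have a fitted effect of over 30% in size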
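RECQ1T1 50 nM; forked duplex (20 bp + 30-nt ss tails) 200 nM, ATP 2 mM final; pH 8.0, 2 mM MgCl2, 2.5 ug/ml poly(dI-dC); 15 min compound preincubation; discontinuous kinetic read over 2 h at RT.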
Tau fluor counter – counter-screen for tau fibril formation inhibitors; tau K18 P301L Alexa594 fluorescence, heparin fibrillization; Potency, µM (titrated, usually from 57.7 µM), for inactives: at the top dose activity change, negative = decrease; 280,000 tested, 0.93% active; AID 1463; also: % is scaled to controls: 0 for no effect and ±100 for the full control effect; nearly all actives have a fitted effect of over 55% in size
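Human K18 P301L tau (15 uM unlabeled plus 0.24 uM Alexa 594-labeled, final) in 100 mM sodium acetate pH 7 was mixed with compound and 20 uM heparin and incubated 6 hr at 37 C.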
Tau fibril ThT – tau fibrillization inhibition (ThT binding); P10636; recombinant tau K18 P301L, heparin-induced fibrillization, ThT fluorescence; Potency, µM (titrated, usually from 57.4 µM), without a hit: at the top dose activity, negative = inhibition, usual class: inhibitors; 270,000 tested, 2.1% active; AID 1460; also: % is scaled to controls: 0 for no effect and ±100 for the full control effect; nearly all actives have a fitted effect of over 55% in size
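Using a mix of unlabeled (15 uM) and Alexa 594-labeled (0.24 uM) tau K18 P301L, heparin-triggered fibrillization over 6 hr at 37 C was scored by ThT fluorescence.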
TRb-SRC2 inh – inhibitors of human thyroid hormone receptor beta-SRC2 interaction; Potency, µM (series often up to 106 µM), without a hit: top-dose activity change, negative = inhibition, usual class: inhibitors; TRbeta-SRC2 peptide binding, fluorescence polarization; receptor liganded with 1 µM T3; 280,000 tested, 0.065% active; P10828;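 also: plate controls were bound peptide for no effect and peptide without receptor for full effect; nearly all actives have a fitted effect of over 50% in size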
Target sequence (P10828 whole entry, looked up): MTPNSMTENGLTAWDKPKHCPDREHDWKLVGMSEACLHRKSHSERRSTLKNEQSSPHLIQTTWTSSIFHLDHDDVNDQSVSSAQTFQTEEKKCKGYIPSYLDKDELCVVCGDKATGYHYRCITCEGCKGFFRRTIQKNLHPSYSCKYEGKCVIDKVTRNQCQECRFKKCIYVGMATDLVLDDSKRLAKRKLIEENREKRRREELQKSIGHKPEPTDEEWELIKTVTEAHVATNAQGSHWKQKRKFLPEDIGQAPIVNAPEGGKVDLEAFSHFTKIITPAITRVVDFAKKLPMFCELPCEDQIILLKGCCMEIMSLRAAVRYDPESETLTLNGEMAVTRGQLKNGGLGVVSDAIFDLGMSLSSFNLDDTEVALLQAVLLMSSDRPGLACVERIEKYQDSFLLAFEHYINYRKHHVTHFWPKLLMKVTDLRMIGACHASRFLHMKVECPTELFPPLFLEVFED
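Human TRb LBD (0.6 uM) plus Texas Red-labeled SRC2 peptide (20 nM), 1uM T3, 5% DMSO, 5 hr at ambient temperature. Decreased polarization (555/632 nm) flags inhibition; data normalized to free and bound peptide controls.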
* = called active by the depositor; i = inactive; ? = inconclusive; nt = not tested or not shown; [ ] = another dose, or the depositor's remark. Unless noted, calls follow the shape of the dose curve; as a rule, active = well fitted curve in the direction sought with a large enough effect; inconclusive = small, poorly fitted or top-dose-only effect, or another doubt; inactive = no such curve, though single readings can be large; an effect the other way counts as inactive or inconclusive. Potency is read from the fitted curve at half-maximal effect. This is a subset (hit frequency here may not be typical).

Value order – Tau FP inhib	HTT ATP protect	TexasRed fluor	L3MBTL1 block	RECQ1 helicase	Tau fluor counter	Tau fibril ThT	TRb-SRC2 inh
(1) Cc1ccc(S(=O)(=O)c2cnc(SCC(=O)Nc3cccc(Cl)c3)nc2N)cc1C
 : ?	nt	-3%	nt	nt	?	5%	-5%
(2) CCc1ccc(NC(=O)CC2C(=O)N(c3cccc(C)c3)C(=O)N2C2CC2)cc1 (stereo unspecified)
 : -5%	-27%	-2%	nt	-1%	1%	1%	5%
(3) N#CC1=C(N)SC(N)=C(C#N)C1Cc1ccccc1
 : -6%	-9%	5%	8%	-15%	-15%	?	-9%
(4) O=C(c1ccccc1NS(=O)(=O)c1ccccc1[N+](=O)[O-])N1CCOCC1
 : 4%	-13%[10 µM]	1%	29%	-8%	3%	7%	-15%
(5) O=C(NC1CC1)C1=C[C@H](c2c[nH]c3ccccc23)C[C@H](OCCCCO)O1
 : 0%	13%[10 µM]	-1%	nt	36%[activator]	2%	-4%	-5%
(6) Cc1ccc(N(C)C(=O)c2cc(S(=O)(=O)N3CCOCC3)cn2C)cc1
 : 1%	nt	-13%	nt	nt	1%	-5%	-3%
(7) COc1ccc(-c2cccc(-c3cc(=O)oc4cc5c(cc34)OCO5)c2)cc1
 : -10%[81.3 µM]	-30%	-3%	16%	i	-17%[81.3 µM]	-10%[81.4 µM]	7%
(8) C=C(C)[C@H]1CC[C@]2(CO)CC[C@]3(C)[C@@H](CC[C@H]4[C@@]5(C)CC[C@@H](O)C(C)(C)[C@@H]5CC[C@@]43C)[C@H]12
 : nt	3%[40.3 µM]	-7%[53 µM]	nt	-3%[25.9 µM]	nt	nt	0%[53 µM]
(9) CCC1(c2ccc(Cl)cc2)NC(=S)N(c2ccc(C)c(C)c2)N1 (stereo unspecified)
 : -6%	15%[10 µM]	-2%	-13%	-4%	?	?	9%
(10) O=C(Cc1ccccc1)N/N=C/c1ccc2c(c1)OCO2
 : 9%	-41%[inhibitor]	2%	22%	2%	7%	13%	4%
(11) O=c1[nH]c(O)c(C=Nc2ccc(Cl)cc2Cl)c(=O)[nH]1
 : nt	3%[10 µM]	-5%	nt	0%	nt	nt	6%
(12) CCNC(=S)N1CCC(c2nc3ccccc3s2)CC1
 : -2%	-2%	0%	2%	i	-12%	-10%	-5%
(13) CCOC(=O)c1c(NC(=O)COc2ccc(Cl)cc2C)sc2c1CCCCC2
 : -3%	nt	4%	nt	nt	-11%	-14%	5%
(14) CCCC(OC(=O)CN1C(=O)COc2ccccc21)C(=O)NC1CCCC1 (stereo unspecified)
 : -1%	12%[10 µM]	-4%	11%	4%	2%	-4%	-2%
(15) O=C(CC1C(=O)NCCN1Cc1ccc(-c2ccccc2)cc1)NCCc1ccccn1 (stereo unspecified)
 : -10%	19%[10 µM]	-1%	-6%	i	-15%	?	6%
(16) Cc1ccc(OCCn2c(CCNC(=O)C3CCCCC3)nc3ccccc32)cc1
 : -3%	nt	0%	nt	nt	-11%	?	-8%
(17) Nc1nn2c(-c3ccccc3)cc(=O)[nH]c2c1N=Nc1ccc(Br)cc1
 : 9%	-20%[1.9 µM]	-4%	-2%	i	-23%	2.2µM*	-2%
(18) CCOC(=O)CNC(=O)CSc1nnc(Cn2c(=O)sc3ccccc32)n1C
 : -1%	13%[10 µM]	-4%	-4%	i	0%	-2%	5%
(19) CCCC(=O)Nc1ccc(NC(=O)C2CC2)cn1
 : -4%	-17%[10 µM]	-7%	0%	i	-9%	?	2%
(20) CC(C)c1c(O)c2c(n(-c3ccccc3)c1=O)CCCC2
 : 5%	nt	0%	5%	7%	3%	-2%	1%
(21) O=C(C1=C[C@H](c2ccc(Br)cc2)C[C@H](OCc2ccc(CO)cc2)O1)N1CCN(Cc2ccc3c(c2)OCO3)CC1
 : 11%	7%[10 µM]	-1%	-20%	-19%	-8%	-10%	-11%
(22) CC1CC(=O)NN=C1c1ccc(NCCO)c([N+](=O)[O-])c1 (stereo unspecified)
 : 1%	11%[10 µM]	-1%	-6%	-5%	-3%	?	-12%
(23) Cc1nn(-c2ccc(F)cc2)c2sc(C(=O)O)cc12
 : -5%	-20%[10 µM]	-9%	7%	-5%	-2%	0%	-6%
(24) CCOC(=O)N1CCN(CC(O)COc2ccc(OC)cc2C(C)(C)C)CC1 (stereo unspecified)
 : -2%	?	-2%[53 µM]	-3%	-10%	-2%	-4%	-1%[53 µM]
(25) COc1cccc(C2CC(=O)C3=C(C2)Nc2ccccc2N(C(=O)CCC(=O)O)C3c2ccc(F)cc2)c1 (stereo unspecified)
 : 4%	-2%[10 µM]	-5%	nt	-10%	-4%	-8%	1%
(26) O=C(NN1CCOCC1)c1cn(-c2ccccc2)nc1-c1cccs1
 : -10%	-7%[10 µM]	-2%	nt	21%	-6%	-2%	8%
(27) Cc1ccc(/C=N/n2cnc3sc(-c4ccccc4)cc3c2=O)o1
 : -2%	-23%	-2%	nt	-4%	-15%	?	-2%
(28) CC1CCC(NC(=O)Cn2cc3c(n2)CCCC3)CC1 (stereo unspecified)
 : 7%	-9%	-4%	nt	-9%	-6%	-9%	-4%
(29) CCN(CC)C(=O)c1c([N+](=O)[O-])c(C(C)(C)C)nn1C
 : -5%	nt	-2%	11%	5%	-24%	?	-2%
(30) CN1C(=O)C(N=Nc2ccccc2C(=O)O)N(C)C1=S (stereo unspecified)
 : -6%	nt	0%	8%	i	1%	4.5µM*	-2%
(31) O=C(Nc1ncc(Cc2ccc(F)cc2)s1)c1ccc2c(c1)CC(c1ccccc1)OC2=O (stereo unspecified)
 : -9%	nt	11%	nt	nt	1%	7%	8%
(32) CCOc1cc(C=O)ccc1OCCCN1C(=O)NC(C)(C)C1=O
 : 4%	2%	-2%	nt	-6%	-12%	-16%	12%
(33) Cc1ccc(/C=C/c2nc3ccccc3[nH]2)o1
 : -7%	-141%[inhibitor]	-4%	-4%	-10%	-17%	?	-9%
(34) O=C(NCCCl)Nc1cccnc1Cl
 : -14%	-5%	-1%	15%	-2%	-4%	0%	5%
(35) COc1ccc(-c2cc(C(=O)Oc3ccc(C)cc3)c3cc(C)ccc3n2)cc1
 : ?	nt	-5%	nt	nt	-17%	-2%	4%
(36) CCOC(=O)c1ccc2c(c1)N(Cc1ccccc1)C(=O)c1ccccc1S2
 : 1%	nt	-2%	nt	nt	-14%	-10%	-2%
(37) Cc1scc(C(=O)N/N=C/c2ccc(OC(C)C)cc2)c1C
 : -2%	-22%	2%	nt	-2%	-25%	?	-13%
(38) O=C(CSc1nccn1-c1ccccc1)NCc1ccc(F)cc1
 : 3%	-14%	-2%	nt	i	-7%	-4%	5%
(39) CCOc1cc(N2CCOCC2)c(OCC)cc1NC(=O)c1ccc(S(=O)(=O)N(C)C)cc1
 : 10%	-13%[10 µM]	-1%	nt	26%	-3%	-2%	2%
(40) C=C(C)CSc1nc2ccccc2[nH]1
 : 2%	nt	-2%	-5%	-5%	-1%	-1%	-5%
(41) CCN(CC)CCn1c(SCC(=O)NCCC2=CCCCC2)nc2c(sc3ccccc32)c1=O
 : -1%	-19%	6%	nt	-5%	-10%	-2%	-5%
(42) COc1ccc(NC(=O)C(Sc2nnc3ccccn23)c2ccccc2)cc1Cl (stereo unspecified)
 : -2%	-52%[inhibitor][10 µM]	2%	-10%	-4%	-28%	1%	-2%
(43) c1ccc(Cc2nn[nH]n2)cc1
 : 13%	6%	1%	4%	-4%	11%	6%	-4%
(44) CCc1ccc(N(CC)C(=O)c2cc3c(=O)oc4ccc(C)cc4c3s2)cc1
 : 5%	nt	3%	nt	nt	-5%	-4%	-3%
(45) COc1ccc(-c2c(NC(C)=O)n(C)c3ccccc3c2=O)cc1
 : 12%	7%	1%	-9%	i	5%	0%	9%
(46) CC(=O)Nc1ccc(NC(=O)CSc2cn(CC(=O)N(C(C)C)C(C)C)c3ccccc23)cc1
 : -3%	nt	-1%	nt	nt	-14%	-12%	-4%
(47) NC(=O)CSc1nnc(Cc2ccc3c(c2)OCO3)o1
 : -1%	1%[10 µM]	-1%	-4%	i	5%	3%	-9%
(48) COc1ccc(C=O)cc1COc1c(F)c(F)cc(F)c1F
 : -4%	10%	2%	-1%	i	-7%	-2%	3%
(49) CCCOc1ccc(C2c3c(oc4ccccc4c3=O)C(=O)N2c2ccc(C)cn2)cc1OCC (stereo unspecified)
 : -3%	nt	3%	nt	nt	-23%	-12%	0%
(50) Nc1cc(=O)[nH]c(SCc2csc(-c3ccccc3)n2)n1
 : -2%	nt	5%	5%	i	-12%	?	0%
(51) COc1cc(NC(=O)COCc2cc(-c3ccc4c(c3)OCO4)on2)c(OC)cc1Cl
 : 7%	nt	0%	nt	nt	-18%	-18%	1%
(52) CCCNC(=O)CSc1nc(COc2ccccc2)nc2ccccc12
 : 3%	?	-1%[53 µM]	4%	-9%	-13%	-14%	1%[53 µM]
(53) CCN1CCN(CC(=O)N2N=C(c3cccs3)CC2c2ccc(OC)cc2)C(=O)C1=O (stereo unspecified)
 : 2%	13%[10 µM]	-6%	0%	-3%	7%	3%	4%
(54) CCOC(=O)c1scc(-c2ccccc2)c1S(=O)(=O)Nc1ccc(N(C)C)cc1
 : -1%	nt	-2%	nt	nt	?	?	-7%
(55) Cc1cccc(NC(=O)/C=C/c2ccc(Cl)cc2)n1
 : 9%	-29%[10 µM]	7%	11%	-5%	-16%	-8%	8%
(56) COC(=O)c1cccc(NC(=O)C23CC4CC(C2)CC(n2cncn2)(C4)C3)c1
 : -5%	7%[1.9 µM]	0%	-4%	4%	-8%	-13%	11%
(57) Cc1ccc(N(CC(=O)NC2CC3CCC2C3)S(C)(=O)=O)cc1C (stereo unspecified)
 : -6%	11%	2%	7%	-11%	-7%	3%	-2%
